CXCR6 inh: CXCR6 (human) receptor inhibition | O00574 | CHO-K1 PathHunter CXCR6 beta-arrestin, luminescence | inhibition, % at 20 µM | 360,000 tested, 0.36% active; in the data active = inhibition above about 34%, passing the limit was not always enough;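 note: antagonist mode with CXCL16 agonist at 10 nM final; 0% = 10 nM CXCL16 with DMSO and 100% = unstimulated wells without agonist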
Target sequence (O00574 whole entry, looked up): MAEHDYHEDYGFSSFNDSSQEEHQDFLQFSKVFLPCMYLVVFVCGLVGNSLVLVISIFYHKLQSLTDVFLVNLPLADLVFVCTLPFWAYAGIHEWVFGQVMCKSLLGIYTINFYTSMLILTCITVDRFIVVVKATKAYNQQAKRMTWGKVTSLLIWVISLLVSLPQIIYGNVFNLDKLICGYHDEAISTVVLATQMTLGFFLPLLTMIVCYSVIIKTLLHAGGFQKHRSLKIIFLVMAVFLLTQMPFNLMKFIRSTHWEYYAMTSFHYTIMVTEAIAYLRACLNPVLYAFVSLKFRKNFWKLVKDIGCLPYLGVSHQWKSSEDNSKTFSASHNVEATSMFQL
Gli-Sufu antag: blocks Gli-Sufu signaling in a luciferase reporter | inhibition, % at 5 µM | 340,000 tested, 0.74% active | AID 588413 | Sufu-KO-LIGHT fibroblasts, Gli luciferase reporter luminescence;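 active = inhibition above about 55%, limit read from the data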;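 note: 0% = DMSO-treated cells and 100% = wells with medium but no cells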
UPR CHOP act: activators of apoptotic arm of unfolded protein response (CHOP). AID 449763. CHO-CHOP luciferase reporter, UPR activation, luminescence; percent of tunicamycin response over DMSO baseline. 330,000 tested, 0.34% active. activation, % at 10 µM;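 active = at 10 µM dose, activation of 40% or more, normalized to positive control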;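 note: 100% = tunicamycin at 10 µg/mL and 0% = DMSO alone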
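System: CHO-CHOP luciferase reporter cell line | Buffer or medium: F12 medium containing 10% fetal bovine serum | Doses: One dose, 10 µM in 0.5% DMSO | Times: 6 h compound exposure at 37 °C after overnight seeding | Signal: Luciferase luminescence | Read-out: % activation vs tunicamycin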
XBP1 UPR activ: adaptive UPR (XBP1) activation. CHO-XBP1 luciferase reporter, IRE1-XBP1 UPR activation, luminescence; percent of tunicamycin response, DMSO as zero. activation, % at 20 µM. 330,000 tested, 0.33% active. AID 463104;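 active = versus positive control, 20 µM dose yields 30% or more activation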;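 note: 100% = tunicamycin at 10 µg/mL and 0% = DMSO only wells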
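Assay system: CHO-XBP1 luciferase reporter cells; Schedule: 6 h treatment, 37 °C; Detection: glow luminescence from Steady-Glo reagent; Benchmarks: high control tunicamycin 10 µg/mL final, low control DMSO vehicle only.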
Jurkat NFkB inh: lowers PMA/ionomycin-induced NF-kB signal in Jurkat cells; PMA/ionomycin-induced NF-kB luciferase reporter, luminescence; 330,000 tested, 0.53% active; inhibition, % at 4 µM; in the data active = inhibition above about 50%
Mdm2-MdmX inh: human Mdm2/MdmX binding inhibition | O15151+Q00987 | SaOS-2 split-luciferase Mdm2/MdmX complementation, luminescence | inhibition, % at 8 µM | 330,000 tested, 3% active;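 active = inhibition of at least 50% at 8 µM in the primary screen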
697 NFkB inh: lowers PMA/ionomycin-induced NF-kB signal in 697 B cells | inhibition, % at 4 µM | 697 B-cell NF-kB luciferase reporter, 16 h | 330,000 tested, 0.33% active; in the data active = inhibition above about 35%
CCR6 antagonist: antagonists of human CCR6 receptor; P51684; AID 493098; 340,000 tested, 0.49% active; inhibition, % at 20 µM; CHO-K1 CCR6 PathHunter beta-arrestin, luminescence, CCL20-stimulated;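 active = compounds whose inhibition of the agonist-driven luminescence signal at 20 µM reaches about 50%, limit read from the data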;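 note: cells stimulated with CCL20 at 14 nM final; plate controls were DMSO with CCL20 for no effect and DMSO without agonist for full effect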
Target sequence (P51684 whole entry, looked up): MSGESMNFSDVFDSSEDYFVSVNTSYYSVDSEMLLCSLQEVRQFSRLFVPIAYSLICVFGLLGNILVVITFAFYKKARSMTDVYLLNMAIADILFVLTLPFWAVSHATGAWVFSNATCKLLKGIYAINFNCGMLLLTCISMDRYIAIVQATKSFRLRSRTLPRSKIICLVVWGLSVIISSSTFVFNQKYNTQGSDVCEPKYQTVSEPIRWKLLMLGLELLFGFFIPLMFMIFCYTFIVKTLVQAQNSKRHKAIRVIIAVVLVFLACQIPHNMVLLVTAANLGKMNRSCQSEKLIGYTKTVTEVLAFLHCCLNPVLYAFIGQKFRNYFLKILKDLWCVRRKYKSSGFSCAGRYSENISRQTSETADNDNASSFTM
EBI2 antag: antagonists of human EBI2 receptor; P32249; inhibition, % at 5 µM; EBI2 beta-arrestin recruitment, luminescence, 7a,25-OHC stimulated; 360,000 tested, 0.81% active; in the data active = inhibition above about 38%;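 note: enzyme fragment complementation signal reports receptor beta-arrestin coupling in cells; 0% = agonist plus DMSO wells and 100% = wells without agonist; some results beyond the cut were filed as inactive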
Target sequence (P32249 whole entry, looked up, the tested form may be a part): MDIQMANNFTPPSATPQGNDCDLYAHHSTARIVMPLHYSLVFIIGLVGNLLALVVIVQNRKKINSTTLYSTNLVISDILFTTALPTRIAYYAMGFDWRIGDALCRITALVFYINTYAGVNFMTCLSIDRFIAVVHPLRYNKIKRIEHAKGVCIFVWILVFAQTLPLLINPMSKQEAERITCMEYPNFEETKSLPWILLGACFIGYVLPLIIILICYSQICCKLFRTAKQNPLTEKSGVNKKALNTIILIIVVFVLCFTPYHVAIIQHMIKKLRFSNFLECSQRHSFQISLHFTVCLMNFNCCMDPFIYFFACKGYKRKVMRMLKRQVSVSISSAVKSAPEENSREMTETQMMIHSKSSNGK
Active calls of the source: *; . = no result given; & = joins results of further samples. This is a random part of the collection. Share with any hit: about 5%.

1. Cc1cccc(C)c1NC(=O)CN(C)CC(=O)N1CC(=O)Nc2ccccc21
2. COc1ccccc1OCCC(=O)OCC(=O)NC(C)c1ccccc1 (stereo unspecified)
3. COC(=O)C1=C(NC(=O)c2ccccc2C)CCS1
4. CCOc1ccc(NS(=O)(=O)c2ccc3c(c2)oc(=O)n3C)cc1
5. CN1CC(c2ccc(Cl)c(Cl)c2)[C@@]2(COc3ccccc3C2=O)[C@@]12C(=O)Nc1ccccc12 (stereo partly specified)
6. CN(C)S(=O)(=O)c1ccc(Cl)c(C(=O)OCC(=O)NC(=O)c2cccn2C)c1
7. COc1ccccc1N(C)S(=O)(=O)c1ccc(C(=O)NC(C)(C)C)cc1
8. C=CC[C@H](CC(=O)N(CCO)Cc1ccccc1)C(=O)NC[C@H](OC(=O)[C@@H](CC=C)CC(=O)OC(C)(C)C)c1ccccc1
Compound,1,2,3,4,5,6,7,8
CXCR6 inh,0,-11,5,-1,2,4,2,51*
Gli-Sufu antag,0,-1,-7,3,11,-6,-5,15
UPR CHOP act,-0.5,-1.5,-0.5,-1.0,1.2,-0.2,-0.1,4.4
XBP1 UPR activ,-1,3,10,4,2,0,2,2
Jurkat NFkB inh,-11,5,7,-23,-11,-11,-8,-2
Mdm2-MdmX inh,11,-44,-7,-20,35,20,-18,23
697 NFkB inh,15,12,9,-9,-7,14,-15,9
CCR6 antagonist,-11,-6,13,9,9,3,6,29
EBI2 antag,4,2,9,3,22,-27,2,29

Retrieved one by one from the list above:
7. COc1ccccc1N(C)S(=O)(=O)c1ccc(C(=O)NC(C)(C)C)cc1
1. Cc1cccc(C)c1NC(=O)CN(C)CC(=O)N1CC(=O)Nc2ccccc21
5. CN1CC(c2ccc(Cl)c(Cl)c2)[C@@]2(COc3ccccc3C2=O)[C@@]12C(=O)Nc1ccccc12 (stereo partly specified)
Compound,7,1,5
CXCR6 inh,2,0,2
Gli-Sufu antag,-5,0,11
UPR CHOP act,-0.1,-0.5,1.2
XBP1 UPR activ,2,-1,2
Jurkat NFkB inh,-8,-11,-11
Mdm2-MdmX inh,-18,11,35
697 NFkB inh,-15,15,-7
CCR6 antagonist,6,-11,9
EBI2 antag,2,4,22

Other structures
9. CCCCn1c(N)c(N(CCOC)C(=O)c2cc(-c3ccc(OC)c(OC)c3)nc3ccccc23)c(=O)[nH]c1=O
10. CCOC(=O)N1CCN(C(=O)C(=O)NNC(=O)COc2ccc(Cl)c(C)c2)CC1
11. CCOC(=O)C(C)Sc1ncnc2nc[nH]c12 (stereo unspecified)
12. Cc1ccccc1OCc1ccc(C(=O)N2CCOCC2)o1
13. O=C(c1ccccc1F)N1CCCC(C(=O)N2CCN(c3ccccc3)CC2)C1 (stereo unspecified)
14. COc1cccc(/C=C/C(=O)OCC(=O)NCc2ccco2)c1
15. O=C(Oc1cc(Cl)ccc1Cl)C1=CC=CN2CCS(=O)(=O)N=C12
16. O=C1CN(C(=O)COC(=O)CCCOc2ccccc2)c2ccccc2N1
Compound,9,10,11,12,13,14,15,16
CXCR6 inh,6,-15,3,3,10,2,-6,-1
Gli-Sufu antag,-5,-9,7,-12,6,-7,-3,-6
UPR CHOP act,1.0,1.8,0.2,1.0,1.7,-0.4,-1.2,-0.2
XBP1 UPR activ,0,6,-1,7,-1,0,0,1
Jurkat NFkB inh,0,-11,-8,4,9,-11,-2,-5
Mdm2-MdmX inh,10,-1,3,-12,24,3,2,7
697 NFkB inh,4,-17,6,4,18,-6,14,0
CCR6 antagonist,4,0,-13,-1,2,21,2,7
EBI2 antag,3,-5,0,-7,-4,-5,-3,-1

17. N#C/C(=N\Nc1ccccc1)C(=N)N1CCCCCC1
18. COC(=O)C(Sc1nc(C)cc(C)c1C#N)c1ccccc1 (stereo unspecified)
19. CC(=O)Nc1ccc(N(CC(O)Cn2c3ccccc3c3ccccc32)S(=O)(=O)c2ccc(C)cc2)cc1 (stereo unspecified)
20. O=C(NC1CC1)c1c(O)c2ccccc2[nH]c1=O
21. CNC(=O)c1ccc(NC(=O)c2cc(S(=O)(=O)N3CCOCC3)ccc2N2CCCC2)cc1
22. CCCOc1ccc2oc(=O)c3c(c2c1)CCCN3C(=O)CN1CCc2ccccc2C1
23. COc1ccccc1N1C(=O)c2ccc(C(=O)Nc3ccc(F)cc3)cc2C1=O
24. O=C(OCCCN=C1NS(=O)(=O)c2ccccc21)c1ccccc1F
Compound,17,18,19,20,21,22,23,24
CXCR6 inh,10,-4,-12,4,2,7,-4,-16
Gli-Sufu antag,-69,1,-13,-16,0,2,-1,-5
UPR CHOP act,2.2,-0.1,0.6,3.9,0.3,0.7,13,-1.2
XBP1 UPR activ,2,3,-2,6,-2,-3,2,1
Jurkat NFkB inh,-98,-33,-8,-13,2,-7,-12,-15
Mdm2-MdmX inh,-50,-22,25,59*,1,29,21,10
697 NFkB inh,-118,-10,-21,-16,-9,-2,-2,0
CCR6 antagonist,16,29,1,-3,0,-6,15,3
EBI2 antag,3,6,-4,-1,4,3,19,10

The closing 3 records of the section above lead into the next.
22. CCCOc1ccc2oc(=O)c3c(c2c1)CCCN3C(=O)CN1CCc2ccccc2C1
23. COc1ccccc1N1C(=O)c2ccc(C(=O)Nc3ccc(F)cc3)cc2C1=O
24. O=C(OCCCN=C1NS(=O)(=O)c2ccccc21)c1ccccc1F
25. CCOC(=O)Cc1csc(NC(=O)c2cccc(N3C(=O)CCC3=O)c2)n1
26. CCOc1ccc(Nc2nc(Nc3ccc(O)cc3)nc(C)c2[N+](=O)[O-])cc1
27. CC1=NN(c2ccccc2)C(=O)/C1=C/c1cc(C)n(C2CC2)c1C
28. CCOc1cccc(=O)c2c(C)n(-c3ccc(C(=O)O)cc3)c(C)c12
29. CCc1ccc(NC(=O)CCCN2C(=O)C3CC=CCC3C2=O)cc1 (stereo unspecified)
30. O=C(Nc1ccn(CC(=O)N2CCN(c3ccccn3)CC2)c(=O)n1)OCc1ccccc1
31. CCCc1cc(=O)n2nc(N3CCC(C(=O)N4CCN(c5ccc(OC)cc5)CC4)CC3)sc2n1
32. CCOc1cc(N2CCOCC2)c(OCC)cc1NC(=O)CN1C(=O)NC2(CCCCCCC2)C1=O
Compound,22,23,24,25,26,27,28,29,30,31,32
CXCR6 inh,7,-4,-16,4,13,11,-6,9,-1,-7,1
Gli-Sufu antag,2,-1,-5,1,10,17,7,-16,-14,38,19
UPR CHOP act,0.7,13,-1.2,-0.1,1.6,3.6,-0.5,1.9,0.6,3.5,-0.6
XBP1 UPR activ,-3,2,1,2,-1,0,0,-1,-2,-5,-2
Jurkat NFkB inh,-7,-12,-15,-18,4,-23,6,-39,-1,35,-7
Mdm2-MdmX inh,29,21,10,-22,22,-13,-18,-10,17,23,20
697 NFkB inh,-2,-2,0,-29,-11,-19,-20,-31,5,-1,6
CCR6 antagonist,-6,15,3,-20,10,15,1,8,3,6,-3
EBI2 antag,3,19,10,-4,3,16,-7,-6,-1,-2,0

33. CC(C)Cn1c(N)c(C(=O)COC(=O)c2cc(C3CC3)nc3ccccc23)c(=O)n(C)c1=O
34. Cc1cc(NC(c2ccc(Cl)cc2)c2ccc3cccnc3c2O)no1 (stereo unspecified)
35. CC1CN(C(=O)c2cnn3c(C(F)F)cc(-c4ccccc4)nc23)CC(C)O1 (stereo unspecified)
36. CSc1ccc(CN(C)C(=O)c2cc3ccccc3o2)cc1
37. CCCCn1c(N)c(N(CC)C(=O)CCNC(=O)NC23CC4CC(CC(C4)C2)C3)c(=O)[nH]c1=O
38. CC(Oc1ccccc1)C(=O)Nc1ccc(S(=O)(=O)N2CCOCC2)cc1 (stereo unspecified)
39. COc1ccc(N(CC(=O)NC(C)(C)C)S(=O)(=O)c2ccccc2)cc1OC
40. CC(=O)c1ccc(NC(=O)c2ccc(NC(=O)CCS(=O)(=O)c3cccs3)cc2)cc1
Compound,33,34,35,36,37,38,39,40
CXCR6 inh,.,14,-7,4,-6,-2,8,0
Gli-Sufu antag,20,67*,10,8,0,2,-2,20
UPR CHOP act,9.6,7.9,-0.2,4.1,-1.1,0.9,1.5,1.5
XBP1 UPR activ,3,1,-1,-1,-8,0,2,-2
Jurkat NFkB inh,29,33,12,-8,3,-3,-7,4
Mdm2-MdmX inh,39,63*,5,-1,-6,2,16,-15
697 NFkB inh,0,-32,4,9,12,-48,-5,6
CCR6 antagonist,10,0,4,9,-9,1,5,-16
EBI2 antag,.,-9,3,50*,2,-3,-20,-5

41. CCc1cc(-c2onc(C)c2-c2cscn2)c(O)cc1OC
42. Cc1cc(C)n(C(=O)Cn2nc([N+](=O)[O-])cc2C)n1
43. CN(CCOc1ccc(Br)cc1)CC(O)c1ccccc1 (stereo unspecified)
44. COc1cccc(CC(C(=O)Nc2cc(C)ccc2C)c2nn[nH]n2)c1OC (stereo unspecified)
45. CC(C)OC(=O)C(C(=O)C(F)(F)F)c1cc(NS(=O)(=O)c2ccc3ccccc3c2)c2ccccc2c1O (stereo unspecified)
46. CC1CCN(C(=O)Cn2c3ccccc3c3nc4n(c(=O)c32)CCS4)CC1
47. O=C(Nc1ccc(Cl)cc1)Nc1cnccn1
48. COc1ccc(OC)c(C2CC(=O)N3CN(c4cccc(Cl)c4)CSC3=C2C#N)c1 (stereo unspecified)
Compound,41,42,43,44,45,46,47,48
CXCR6 inh,-5,-9,-12,6,32,0,-3,12
Gli-Sufu antag,2,1,11,-15,8,5,-14,-8
UPR CHOP act,-2.3,0.8,2.1,-1.8,2.5,0.2,2.3,2.1
XBP1 UPR activ,7,-2,3,-3,-1,-3,3,-2
Jurkat NFkB inh,-4,-2,-41,5,37,-8,9,7
Mdm2-MdmX inh,5,-32,4,4,27,14,-16,11
697 NFkB inh,-9,9,-23,21,-72,-12,-1,-6
CCR6 antagonist,3,-5,5,-26,46,3,22,13
EBI2 antag,-18,-12,3,-1,20,-1,3,-12

49. O=C(CSc1nc2ccccc2c(=O)n1-c1ccc(Cl)cc1)c1ccco1
50. Cc1ccc(/C=C/C(=O)c2ccc(O)cc2)cc1
51. CC(=O)Nc1ccnn1C1CCN(C(=O)c2cccc(C)c2C)CC1
52. O=C(CN1C(=O)C(=O)c2ccccc21)OCN1C(=O)c2ccccc2C1=O
53. N#Cc1nc(Cc2cccc3ccccc23)oc1NCc1ccc(F)cc1
54. CCn1cc(C(=O)O)c(=O)c2cnc(N3CCN(C(=S)NC(=O)c4ccc(Cl)cc4)CC3)nc21
55. Cc1ccccc1OCc1n(CC(=O)OC2CC(C)CCC2C(C)C)c2ccccc2[n+]1C (stereo unspecified)
56. COc1ccc(-c2nc3ccccc3s2)cc1
57. CCOc1ccc(CCNC(=O)c2cccc(S(=O)(=O)N3CCCCC3)c2)cc1OCC
Compound,49,50,51,52,53,54,55,56,57
CXCR6 inh,7,4,-3,-6,3,.,-7&-4,-14,9
Gli-Sufu antag,6,-15,-4,-3,-15,1,50&32,-101,-3
UPR CHOP act,-0.6,8.0,-0.6,0.0,-0.5,-0.4,7.2,.,1.1
XBP1 UPR activ,3,3,-2,-2,-2,-2,45*,.,-3
Jurkat NFkB inh,-5,-18,4,-5,12,18,15,.,-1
Mdm2-MdmX inh,9,-74,12,-4,13,22,65*,.,24
697 NFkB inh,-25,-42,0,-14,8,38*,-39,.,-44
CCR6 antagonist,-3,25,2,-13,1,12,17&16,-5,5
EBI2 antag,17,34,0,7,45*,.,-4&15,7,20

Bioassay records (PubChem BioAssay)
